Screening results: PubChem, National Center for Advancing Translational Sciences (NCATS)
TrxR1 inh: blocks rat thioredoxin reductase 1 | AID 588453 | 390,000 tested, 1% active | recombinant rTrxR1, NADPH fluorescence consumption, selenite substrate | Potency, µM (titrated, usually from 114 µM), for inactives: at the highest dose activity change, negative = inhibition, most hits filed as inhibitors; also: potency is read from the fitted curve at half-maximal effect; % is scaled to controls: 0 for no effect and ±100 for the full control effect; nearly all actives have a fitted effect of over 65% in size
Target sequence (O89049 whole entry, looked up): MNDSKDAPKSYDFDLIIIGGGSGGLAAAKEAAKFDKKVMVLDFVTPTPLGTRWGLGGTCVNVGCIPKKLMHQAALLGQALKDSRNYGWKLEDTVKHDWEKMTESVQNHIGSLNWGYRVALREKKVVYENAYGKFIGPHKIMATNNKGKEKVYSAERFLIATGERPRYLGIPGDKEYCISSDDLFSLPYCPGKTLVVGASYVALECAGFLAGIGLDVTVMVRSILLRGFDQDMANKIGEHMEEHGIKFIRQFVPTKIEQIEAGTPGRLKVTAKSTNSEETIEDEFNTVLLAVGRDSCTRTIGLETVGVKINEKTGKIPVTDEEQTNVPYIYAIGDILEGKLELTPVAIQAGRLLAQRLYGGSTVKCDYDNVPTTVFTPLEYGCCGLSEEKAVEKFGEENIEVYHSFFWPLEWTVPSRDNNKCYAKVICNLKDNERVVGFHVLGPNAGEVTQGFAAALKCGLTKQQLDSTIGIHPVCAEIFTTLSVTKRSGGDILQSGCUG
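Rat TrxR1 (90 nM in the dispensed reagent) was pre-reduced with 400 uM NADPH for 5 min at room temperature, then incubated with compound for 15 min. After 400 uM selenite was added, NADPH fluorescence (Ex 340/Em 450 nm) was followed for 8 min.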
mIDH1 inhibitor: blocks human mutant IDH1 R132H enzyme; 390,000 tested, 0.093% active; AID 602179; O75874; Potency, µM (series often up to 76.6 µM), for the others: at the highest dose activity change, negative = inhibition, usual class: inhibitors; IDH1-R132H enzyme, NADPH consumption, diaphorase/resazurin fluorescence; also: potency is read from the fitted curve at half-maximal effect; % is scaled to controls: 0 for no effect and ±100 for the full control effect; nearly all actives have a fitted effect of over 65% in size
Target sequence (O75874 whole entry R132H, stated change not applied): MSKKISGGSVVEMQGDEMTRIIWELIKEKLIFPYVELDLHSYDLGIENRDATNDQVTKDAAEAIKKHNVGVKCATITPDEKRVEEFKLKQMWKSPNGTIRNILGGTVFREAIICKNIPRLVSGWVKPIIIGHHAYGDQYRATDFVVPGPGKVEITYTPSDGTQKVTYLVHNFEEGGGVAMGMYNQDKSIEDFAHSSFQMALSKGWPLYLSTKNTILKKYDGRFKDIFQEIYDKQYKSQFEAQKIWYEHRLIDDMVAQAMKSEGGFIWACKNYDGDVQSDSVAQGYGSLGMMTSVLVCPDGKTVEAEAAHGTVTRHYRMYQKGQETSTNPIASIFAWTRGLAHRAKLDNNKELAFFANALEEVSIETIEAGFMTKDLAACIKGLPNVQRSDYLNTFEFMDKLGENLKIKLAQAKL
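IDH1-R132H (0.5 ug/mL) preincubated 30 min with compound, then NADPH (0.016 mM) and alpha-KG (2 mM) added; 80 min at RT, pH 7.5. Remaining NADPH coupled via diaphorase/resazurin to fluorescence (540/590 nm); concentration-response curves normalized to no-enzyme control.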
TrxR1 substrate: is turned over as a substrate by rat TrxR1; O89049; purified TrxR1 substrate turnover, NADPH consumption readout; Potency, µM (series often up to 114 µM), for the others: top-dose activity change, negative = substrate turnover; 390,000 tested, 0.01% active; also: potency is read from the fitted curve at half-maximal effect; % is scaled to controls: 0 for no effect and ±100 for the full control effect; nearly all actives have a fitted effect of over 50% in size
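Rat TrxR1, dispensed at 90 nM, was prereduced with 400 uM NADPH (final) for 5 min at ~22 deg C, then incubated with compound 15 min before 400 uM selenite. A first-read NADPH fluorescence drop versus no-compound background flagged substrates.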
TRHR PAM: allosterically enhances the human TRH receptor. TRHR cells, fluo-8 calcium fluorescence, EC20 TRH enhancement. enhancement, % at 2 µM. 360,000 tested, 0.66% active. AID 493056; in the data active = enhancement above about 30%; also: 0% is about no effect
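Enhancer read-out: after compound pinning and an initial kinetic agonist-mode read, an EC20 of TRH (10 nM final) was injected and fluo-8 calcium signal (Ex 480/Em 530) followed at 1 s/cycle for 100 cycles in TRHR-expressing cells.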
TRHR agonist: TRH receptor (human) agonism; activation, % at 2 µM; AID 493084; TRHR cells, calcium flux fluo-8, FDSS agonist mode; 360,000 tested, 0.18% active; P34981; in the data active = activation above about 30%; also: 0% is about no effect
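Steps: seed TRHR cells overnight; add fluo-8 no-wash Ca dye, RT 30 min–1.5 h; record 10 s baseline; pin-transfer compounds; monitor fluorescence 1 cycle/s for the agonist window. Calcium increases flag candidate agonists.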
D2 antagonist: D2 dopamine receptor (human) antagonism. P14416. HEK293 TREx D2 cells, calcium flux, dopamine EC80. inhibition, % at 10 µM. 340,000 tested, 2% active. AID 485344; in the data active = inhibition above about 30%; also: 0% is about no effect
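Dopamine at EC80 is the agonist stimulus; test compounds precede it by 180 s. Calcium flux read kinetically in a force-coupled, inducible HEK293 T-REx D2 cell line.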
PI4K2A inh: PI4K2A (human) kinase inhibition; purified PI4K2A, ADP-Glo luminescence, 1 h; active compounds read low; activity change, negative = inhibition, % at 76.9 µM; 420,000 tested, 0.13% active; Q9BTU6; in the data active = activity change below about -50%; inconclusive = mostly about -30% to -49%;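 also: -100% = wells without enzyme as full effect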
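ADP-Glo luminescence measured ADP generated by PI4K2A enzyme (4 ug/mL before mixing) with 1.2 mM PI substrate (pre-mix) and 300 microM ATP (pre-mix). Tris pH7.5 buffer with MgCl2, Triton X-100; 1 h reaction at ambient temperature.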
D2 ag: D2 dopamine receptor (human) agonism | P14416 | HEK293 T-REx D2 cells, calcium flux agonist mode | activation, % at 2 µM | 340,000 tested, 0.53% active;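 active = activation over 3 SD above normal in the single-dose calcium agonist read, cut at about 30% in these data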; also: 0% is about no effect
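In this primary screen, compounds producing a positive calcium signal within 180 s of addition to tetracycline-induced, force-coupled HEK293 Trex D2 cells are flagged; cells are dye-loaded with a no-wash calcium kit beforehand.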
USP1 inh: USP1/UAF1 (human) deubiquitinase inhibition. Potency, µM (top dose mostly 57.1 µM), without a hit: at the highest dose activity change, negative = inhibition, usual class: inhibitors. O94782. recombinant USP1/UAF1, Ub-Rhodamine cleavage fluorescence. AID 743255. 390,000 tested, 0.23% active; also: potency is read from the fitted curve at half-maximal effect; % is scaled to controls: 0 for no effect and ±100 for the full control effect; nearly all actives have a fitted effect of over 60% in size; inactives centre near -12
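Step one: compound is pinned into 1nM USP1/UAF1 in HEPES pH 7.8 buffer with TCEP. Step two: 15 min room-temperature incubation. Step three: Ub-Rho (150nM final) starts cleavage, tracked by fluorescence over six one-minute reads.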
Active calls of the source: *; ? = inconclusive; . = no result given; & = joins results of further samples; [ ] = remark or other dose. Unless noted, calls follow the shape of the dose curve; as a rule, active = well fitted inhibition curve with a large enough effect; inconclusive = small, poorly fitted or top-dose-only effect; inactive = no such curve, though single readings can be large or run the other way.

SMILES	TrxR1 inh	mIDH1 inhibitor	TrxR1 substrate	TRHR PAM	TRHR agonist	D2 antagonist	PI4K2A inh	D2 ag	USP1 inh
O=C(CSc1ncnc2c1oc1ccccc12)Nc1cccc(C(F)(F)F)c1	21%	-1%	4%	-2	-0.6	.	3	.	-31%
COc1ccc(C(=O)N2CCNC(=O)C2)cc1S(=O)(=O)Nc1ccc(Br)cc1	7%	5%	1%	3	0.4	-55	3	0.6	4%
CSCCC(NC(=O)c1occc1C)C(=O)O (configuration not stated)	6%	7%	-2%	-1	1.5	-7	3	-3.6	-1%
COC(=O)COc1ccc(C)cc1-n1nc2ccccc2n1	-3%	-34%	2%	-3	-0.9	.	3	.	-14%
Cc1ncc([N+](=O)[O-])n1CC(=O)Nc1ccc2c(c1)OCO2	22%	3%	-3%	0	0.3	17	3	3.5	-13%
COc1cccc(-c2nnc(N)o2)c1	16%	-4%	7%	-10	1.0	-10	0	.	8%
Cc1nnc(NC(=O)CSc2nc(N)c(NC(=O)c3cccs3)c(=O)[nH]2)s1	-5%	0%	-4%	0	0.4	-5	-3	0.2	-7%
CCCOc1ccc(/C=N/NC(=O)C2CC2)c(OCCC)c1	22%	4%	9%	7	0.0	5	-3	-0.7	-13%
COc1c(C=O)cc2c3c1CCCN3CCC2	-11%	8%	-8%	-3	0.0	-2	1	-0.3	?
Cc1ccccc1NC(=O)C1C2C=CC(C3CC23)C1C(=O)O (configuration not stated)	-1%[57.1 µM]	5%	-5%[57.1 µM]	2	0.3	-13	4	-0.6	-13%
CN(C)Cc1cc(CN(C)C)c(O)c(CCc2ccccc2)n1	-11%	4%	-3%	7	0.3	-17	-1	0.4	-24%
O=C(CCNc1ccc(Cl)cc1)c1cccs1	?	3%	-5%	1	0.1	5	7	0.3	-21%
Cc1cccc(OCC(=O)Nc2ccc3nc(Nc4cccc(Cl)c4)cc(C)c3c2)c1	17%	1%	39%[activator]	5	0.6	.	3	1.1	-15%
Cn1c(=O)c2c(nc(CO)n2C)n(C)c1=O	19%	0%	9%	-1	1.5	-5	-4	0.0	-4%
Cc1ccc(NC(=O)CSc2ccccc2)cc1S(=O)(=O)N1CCOCC1	9%	2%	1%	-8	-0.8	-12	-1	0.4	-2%
CC1CCN(C(=O)COC(=O)Cc2ccc(Br)cc2)CC1	2%[57.1 µM]	1%	-2%[57.1 µM]	-2	-1.2	-1	7	0.4	-14%
CCOC(=O)N1CCN(S(=O)(=O)c2cccc3ccc(C)nc23)CC1	13%	3%	6%	3	-0.1	-11	2	1.0	5%
COc1cc(NS(=O)(=O)c2cc3c(cc2C)N(C)CCO3)cc(OC)c1OC	22%	-14%	12%[11.4 µM]	4	-0.2	.	11	0.4	15%
COc1cc(CC(=O)OCC(=O)NCC(C)C)cc(OC)c1OC	5%	10%	1%	-1	2.4	-4	1	0.7	-21%
Cc1ccc(S(=O)c2snnc2C)cc1 (configuration not stated)	18%	-8%	5%	0	0.5	4	3	-2.2	-30%
Cc1ccc(C(=O)Nc2ccccc2SCC2CSc3nc4ccccc4c(=O)n32)cc1 (configuration not stated)	18%[57.1 µM]	0%	10%[57.1 µM]	-3	0.7	10	0	0.4	-23%
Cc1cc(Cl)ccc1NC(=O)COC(=O)c1nc2nccc(C)n2n1	28%[57.1 µM]	3%	19%[57.1 µM]	-4	0.3	-13	-8	0.7	?
CCOC(=O)c1c(NC(=O)COC(=O)/C=C/c2ccco2)sc2c1CC(C)(C)NC2(C)C	-18%	5%	-6%	15	0.7	-4	0	-1.5	-9%
COc1ccc(NC(=O)CN(C)C(=O)c2cccc(S(=O)(=O)N3CC4(C)CC3CC(C)(C)C4)c2)cc1 (configuration not stated)	5%	-1%	-7%	0	0.3	1	-5	0.6	-16%
CC1=CC(C)[C@H](/C=N/n2c(=O)[nH]c3c([nH]c4ccc(C)cc43)c2=O)C(C)C1 (some centres not stated)	15%[57.1 µM]	3%	38%	-10	-0.9	6	-1	0.6	-18%
CC(Sc1ccc2ccccc2n1)C(=O)O (configuration not stated)	-4%	-2%	-6%	-1&-3	0.4&-0.2	4&-6	-2	0.1&-0.1	-13%
COc1ccccc1NC(=O)C1CCCN1C(=O)NCc1ccccc1 (configuration not stated)	-3%[57.1 µM]	14%	-5%[57.1 µM]	4	0.2	-10	6	0.3	6%
CNC(=O)c1nnsc1S(=O)c1ccc(Cl)cc1 (configuration not stated)	0.35µM*	13%	5%[57.1 µM]	8	3.4	.	-4	.	-15%
CC(NC(=O)COc1cccnc1[N+](=O)[O-])c1ccc(Cl)cc1Cl (configuration not stated)	20%	4%	2%	-10	-0.3	2	-2	1.3	-16%
O=C(CCCN1C(=O)c2ccccc2C1=O)NCC1CCCO1 (configuration not stated)	41%[57.1 µM]	8%	8%[57.1 µM]	1	-0.2	-8	-10	0.2	-3%
COc1ccc(-n2nc(C(=O)N3CCN(c4cccc(C(F)(F)F)c4)CC3)c3c4ccccc4n(C)c3c2=O)cc1Cl	20%	0%	-1%	1	-1.1	.	0	-0.9	-5%
O=C(NCc1ccc(Cl)cc1)c1cc(=O)[nH]c2ccc(S(=O)(=O)N3CCOCC3)cc12	7%	-3%	6%	1	0.0	-4	-5	0.0	-7%
CCCCNC(=O)c1cnn2c(C)c(Cc3c(F)cccc3Cl)c(C)nc12	-5%[57.1 µM]	-6%	7%[57.1 µM]	10	-0.1	.	-2	-0.2	4%
CCC(=O)c1ccc(OC)c(OC)c1O	19%[2.29 µM]	1%	1%[57.1 µM]	-7	-0.7	-14	-4	-0.8	-4%
Cc1ccc(-c2nc(S(=O)(=O)c3ccccc3)c(N3CCN(c4ccccc4)CC3)o2)cc1	-4%	-15%	-7%	9	-0.8	.	-5	-1.1	-3%
CCc1nc(SCC(=O)NC2CCCC2)c2oc3ccccc3c2n1	21%	0%	4%	-3	-0.3	-4	3	-0.5	-27%
CCCCN(C)S(=O)(=O)c1ccc(C(=O)Nc2sc3c(c2C(=O)OCC)CCN(C(C)C)C3)cc1	8%[57.1 µM]	-7%	-7%[57.1 µM]	0	24	.	1	1.3	?
CCc1ccc(OC(=O)CSc2nnc(-c3ccc(OC)c(OC)c3)o2)cc1	7%	21%	0%	-1	-0.7	.	3	.	?
COc1ccccc1N1CCN(CCCOc2ccc(F)cc2)CC1	-1%	4%	-4%	7	-0.3	89*	4	-1.3	-9%
Cc1ccc([N+](=O)[O-])cc1NC(=O)c1ccc(CSc2ccccc2)cc1	-8%	6%	-8%	-4	1.0	6	-2	-0.3	-4%
Cc1ccc(-n2nc(C)c3c(C)cc(=O)n(CC(=O)Nc4ccc(C(C)C)cc4)c32)cc1	16%[57.1 µM]	0%	2%[57.1 µM]	1	-0.8	.	-3	0.8	-2%
O=C(CCn1c(=O)c2ccccc2n(Cc2cccnc2)c1=O)NCc1ccc2c(c1)OCO2	-1%[57.1 µM]	-2%	6%[57.1 µM]	-13	-1.8	5	-3	0.4	1%
Cc1nc(SCc2c(F)cccc2Cl)c2c(=O)n(C)c(=O)n(C)c2n1	11%[57.1 µM]	-3%	-1%[57.1 µM]	5	-0.5	1	-1	-0.1	-16%
COc1ccccc1CC(=O)Nc1ccc(-c2noc(COc3ccc(Br)cc3)n2)cc1	19%	1%	4%	-2	-1.9	3	-3	-0.9	-24%
CCN(CC)c1ccc2cc(C#N)c(=O)oc2c1	16%[57.1 µM]	-5%	3%[57.1 µM]	-1	18	16	9	7.1	?
CCCCCn1c(=O)[nH]c2cc(C(=O)NC(C)CC)ccc2c1=O (configuration not stated)	19%	-2%	6%	-1	0.1	.	-1	0.9	-18%
O=C(CNC(=O)c1cccs1)OCc1ccc(Cl)cc1	10%[57.1 µM]	7%	3%[57.1 µM]	2	-1.3	0	1	-1.9	-17%
CCOC(=O)C1CCN(CCC(=O)Nc2ccc(C)cc2)CC1	9%	4%	7%	-2	-0.1	-7	-1	0.3	-15%
COC(=O)CCC(=O)Nc1ccc(S(=O)(=O)N2CCCCCC2)cc1	10%	8%	7%	17	-0.1	0	0	-0.9	-14%
CC(C)N(C(=O)[C@H]1CC(CC(=O)NCCCN(C)C)C(=O)N2CCc3c([nH]c4ccccc34)[C@]12C)C(C)C (some centres not stated)	15%	7%	5%	.	.	.	-1	.	-27%

One compound at a time (already shown).
Listed for CC(C)N(C(=O)[C@H]1CC(CC(=O)NCCCN(C)C)C(=O)N2CCc3c([nH]c4ccccc34)[C@]12C)C(C)C (some centres not stated) → TrxR1 inh = 15%; mIDH1 inhibitor = 7%; TrxR1 substrate = 5%; TRHR PAM = .; TRHR agonist = .; D2 antagonist = .; PI4K2A inh = -1; D2 ag = .; USP1 inh = -27%
Listed for O=C(CNC(=O)c1cccs1)OCc1ccc(Cl)cc1 → TrxR1 inh = 10%[57.1 µM]; mIDH1 inhibitor = 7%; TrxR1 substrate = 3%[57.1 µM]; TRHR PAM = 2; TRHR agonist = -1.3; D2 antagonist = 0; PI4K2A inh = 1; D2 ag = -1.9; USP1 inh = -17%
Listed for Cc1nc(SCc2c(F)cccc2Cl)c2c(=O)n(C)c(=O)n(C)c2n1 → TrxR1 inh = 11%[57.1 µM]; mIDH1 inhibitor = -3%; TrxR1 substrate = -1%[57.1 µM]; TRHR PAM = 5; TRHR agonist = -0.5; D2 antagonist = 1; PI4K2A inh = -1; D2 ag = -0.1; USP1 inh = -16%

Additional entries:
SMILES	TrxR1 inh	mIDH1 inhibitor	TrxR1 substrate	TRHR PAM	TRHR agonist	D2 antagonist	PI4K2A inh	D2 ag	USP1 inh
COc1cccc(NC(=O)c2ccc(N3C(=O)C4CC=CCC4C3=O)cc2)c1 (configuration not stated)	16%	2%	-5%	.	.	.	2	.	-9%
COc1ccc(NC(=O)CSc2ccc([N+](=O)[O-])cc2)cc1S(=O)(=O)N1CCOCC1	4%	11%	-7%	-15	-0.6	6	-6	0.5	-22%
COc1cc(OC)cc(-c2nnc(NC(=O)CCS(=O)(=O)c3ccccc3)o2)c1	-28%	-3%	7%	2	0.1	4	-5	0.0	-6%
Cc1ccc(Cn2nc(C)cc2C(=O)Nc2ccc(Cl)cc2)cc1	15%[57.1 µM]	2%	-5%	-5	0.7	-1	0	0.1	-8%
